Compound activity as filed in PubChem.
Keap1 Nrf2 FP: Keap1-Nrf2 protein-protein interaction inhibitors, primary screen, biochemical, fluorescence polarization, single point | 0.15% of 340,000 active | inhibition, % at 9.4 µM | Kelch-like ECH-associated protein 1 (Homo sapiens), Q14145 | Keap1 Kelch-Nrf2 peptide fluorescence polarization, 1536-well | AID 504523, 2011; in the data active = inhibition above about 12%;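 note: human Keap1 Kelch domain with fluorescein labeled Nrf2 9mer peptide probe; 0% = neutral control wells and 100% = peptide positive control; higher means more block of Keap1 binding to Nrf2 peptide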
Target sequence (Q14145 whole entry, looked up, the tested form may be a part): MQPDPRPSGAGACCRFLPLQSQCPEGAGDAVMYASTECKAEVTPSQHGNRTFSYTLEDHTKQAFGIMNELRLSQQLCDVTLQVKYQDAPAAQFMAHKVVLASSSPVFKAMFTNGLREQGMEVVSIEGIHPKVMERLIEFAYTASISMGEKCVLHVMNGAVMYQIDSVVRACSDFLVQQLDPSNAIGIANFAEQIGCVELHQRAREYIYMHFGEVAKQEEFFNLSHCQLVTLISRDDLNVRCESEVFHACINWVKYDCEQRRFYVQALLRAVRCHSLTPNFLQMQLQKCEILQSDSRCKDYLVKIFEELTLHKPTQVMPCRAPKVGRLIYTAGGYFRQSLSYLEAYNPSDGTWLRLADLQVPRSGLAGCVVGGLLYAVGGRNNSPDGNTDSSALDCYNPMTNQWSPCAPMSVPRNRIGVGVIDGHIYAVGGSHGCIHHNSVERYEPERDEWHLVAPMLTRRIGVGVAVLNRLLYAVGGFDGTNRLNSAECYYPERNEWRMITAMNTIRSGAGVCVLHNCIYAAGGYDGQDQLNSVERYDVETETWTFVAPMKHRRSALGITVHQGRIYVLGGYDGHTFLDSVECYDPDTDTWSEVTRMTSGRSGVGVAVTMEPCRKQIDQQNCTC
Pemphigus Ab inh: inhibitors of pemphigus antibody binding to DSG3, primary screen, biochemical, bead-based, flow cytometry, scFv-GFP | Desmoglein-3 (Homo sapiens), P32926 | DSG3-coupled beads, scFv-anti-DSG3-GFP binding; hits give low values | binding (percent of control), % at 10 µM | 0.48% of 310,000 active;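 active = binding more than 3 SD below its plate's average and above zero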;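 note: hits lower antibody fragment binding to DSG3; some compounds called inactive have numbers as strong as hits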
Arrestin-AP2 inh: inhibitors of beta-arrestin/AP2 binding, primary screen, biochemical, GPCR trafficking, flow cytometry; FITC-arrestin peptide / GST-AP2 beads; AP2 beta2 appendage carries R879A mutation; beta-arrestin 1 C-terminal peptide binding to AP2 beta2-adaptin appendage (human); inhibition, % at 10 µM; 0.31% of 340,000 active;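 active = inhibition above a set limit, near 3 SD of compounds lacking own fluorescence, cut at about 54% in these data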;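 note: plate controls were DMSO wells for no effect and 5 µM unlabelled arrestin peptide for full effect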
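System: GST-AP2 R879A bound to glutathione beads, E. coli-expressed. Also added: 50 nM FITC-arrestin peptide. Schedule: compound with beads 12 min RT, then probe 1 h RT. Signal: bead flow cytometry, FITC channel. Read-out basis: percent response.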
RTF Ca sens act: cardiac RTF calcium sensitivity activators, primary screen, biochemical, IANBD-TnC fluorescence, EC20 calcium; Troponin I, cardiac muscle (Homo sapiens) + Troponin T, cardiac muscle (Homo sapiens) + …; IANBD-labeled TnC RTF fluorescence at EC20 calcium; 0% EC20 calcium, 100% full calcium; activation, % at 7.2 µM; 0.24% of 340,000 active;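 active = activation above the mean over all tested compounds plus 3 SD, cut at about 30% in these data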;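 note: rise in fluorescence read as greater calcium sensitivity of cardiac thin filaments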
MOR-DOR ag: agonists of OPRM1-OPRD1 heterodimerization, primary screen, cell-based, luminescence; activation, % at 9.3 µM; Mu-type opioid receptor (Homo sapiens) + Delta-type opioid receptor (Homo sapiens), …; cells; 0.3% of 340,000 active; AID 504326, 2011; in the data active = activation above about 18%;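 note: 0% = vehicle-treated cells and 100% = reference agonist; values of inactives mirror those of a sister screen read the other way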
MOR-DOR inv ag: inverse agonists of MOR-DOR heterodimerization, primary screen, cell-based, luminescence; Mu-type opioid receptor (Homo sapiens) + Delta-type opioid receptor (Homo sapiens), …; cell-based MOR-DOR heterodimer luminescence, inverse agonism; inhibition, % at 9.3 µM; 0.21% of 340,000 active; AID 504357, 2011; in the data active = inhibition above about 22%, passing the limit was not always enough;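 note: 0% = cells with DMSO and 100% = wells without cells with DMSO; values of inactives mirror those of a sister screen read the other way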
V-ATPase pHluor: regulators of yeast V-ATPase proton pumping, primary screen, pHLuorin cytosolic pH fluorescence | S. cerevisiae | 0.37% of 350,000 active | AID 504577, 2011 | response, % at 10 µM; in the data active = response mostly above about 7.3%, no sharp cut-off; inactive = mostly below about 5.4%; note: actives read high; inactives centre near 0; some compounds called inactive have numbers as strong as hits; reference of the scale not given here
Cardiac RTF inh: cardiac RTF calcium sensitivity inhibitors, primary screen, biochemical, IANBD-TnC fluorescence, EC70 calcium | AID 493244, 2011 | 0.12% of 340,000 active | Troponin I, cardiac muscle (Homo sapiens) + Troponin T, cardiac muscle (Homo sapiens) + … | IANBD-labeled cardiac RTF, Ca2+ fluorescence | inhibition, % at 7.15 µM;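 active = inhibition above the mean inhibition of all tested compounds plus 3 SD, cut at about 17% in these data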;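 note: assay run at fixed EC70 calcium of 1.6 mM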
Wnt bcat act: Wnt/beta-catenin pathway activators, primary screen, cell-based, plate reader, single point; Wnt/beta-catenin reporter cell assay, activator; activation, % at 9.35 µM; 1.2% of 300,000 active; AID 743398, 2014; in the data active = activation above about 30%, passing the limit was not always enough;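 note: 0% = neutral control wells and 100% = positive control wells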
C-LANA FP: inhibitors of KSHV C-LANA binding to DNA, primary screen, biochemical, fluorescence polarization, FAM-LBS DNA, MBP-C-LANA, single point | Kaposi's sarcoma herpesvirus LANA C-terminal domain (residues 932-1162) DNA binding | inhibition, % at 9 µM | 0.078% of 340,000 active;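 active = highest replicate inhibition at or above 60% at 9 µM, even if other replicates fall short; inactive = all replicates below 60% inhibition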;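 note: 0% = neutral control wells and 100% = 4 µM acridine orange control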
* = called active by the depositor; . = no result given.

SMILES	Keap1 Nrf2 FP	Pemphigus Ab inh	Arrestin-AP2 inh	RTF Ca sens act	MOR-DOR ag	MOR-DOR inv ag	V-ATPase pHluor	Cardiac RTF inh	Wnt bcat act	C-LANA FP
COCCN(C(=O)CSc1nncn1-c1ccccc1)c1c(N)n(Cc2ccccc2)c(=O)[nH]c1=O	1	95	3	-2	-1.2	8	0	-3	-3	-1.2
CCN(CC(=O)Nc1c(F)cccc1F)C(=O)CCSc1ccc(F)cc1	5	105	0	-6	-3.1	15	-3	8	2	-1.0
Cc1ccc(C(=O)CCC(=O)Nc2ccc(Cl)c(S(=O)(=O)Nc3cccc(Cl)c3)c2)cc1	-3	101	13	13	1.9	-10	1	-11	.	-0.4
CCCC(c1nnnn1CS(=O)(=O)c1ccc(C)cc1)N1CCN(CC)CC1 (centres undefined)	2	102	29	.	.	.	-2	.	0	0.2
COC(=O)c1c(NC(=O)c2ccccc2N(C)S(=O)(=O)c2ccccc2)sc2c1CCCC2	-10	103	-2	3	-2.4	14	1	-3	.	-2.4
COc1ccccc1C1c2[nH]c3ccccc3c2C[C@H]2C(=O)N(C3CCN(Cc4ccccc4)CC3)CC(=O)N12 (some centres undefined)	-2	96	-10	3	1.0	-5	3	-7	-5	0.4
CCOC(=O)C1=C(COC(=O)CCOc2cccc(C)c2)NC(=O)NC1C (centres undefined)	2	119	11	2	-0.5	2	-3	1	-2	1.9
CCN(CC)S(=O)(=O)c1ccc(C(=O)OC2CCCCC2CN(C)C)cc1 (centres undefined)	1	102	3	10	-2.1	12	-1	-4	.	-0.1
Cc1ccc(-c2n[nH]c(=S)n2/N=C/c2ccc(C(=O)O)cc2)cc1	0	93	1	4	-3.4	20	5	-5	-3	-2.2
CNC(=O)C(=O)N1CCC2(CC1)OCCN2S(=O)(=O)c1ccc(C)cc1	3	99	-13	-1	0.9	-6	-5	-6	-1	0.6
Cc1ccc(N2C(=O)[C@@H]3C(C(=O)C(c4ccccc4)c4ccccc4)=NN[C@@H]3C2=O)cc1	-2	126	49	9	1.2	-7	0	-9	.	-1.3
O=C(NCc1ccncc1)C1CCCN(S(=O)(=O)Cc2ccccc2)C1 (centres undefined)	2	112	3	-3	-1.4	7	1	5	-5	0.1
COC(=O)c1sccc1NC(=O)Nc1cccc(C)c1	6	84	-9	5	2.5	-18	-1	6	12	-0.4
O=C1OCCN1C(=O)[C@H]1[C@H](c2ccc(Cl)cc2)C(c2ccc(F)cc2)=NN1c1ccccc1	-7	93	38	-2	5.9	-29	7	-8	-1	0.6
COC1CCN(Cc2c(C(=O)N3C[C@@H](C)O[C@@H](C)C3)nc3ccc(Cl)cn23)CC1	1	.	23	1	-4.1	22	-3	0	-1	1.8
O=C1C=C(c2ccc3ncccc3c2)C[C@@H](c2ccc3c(c2)OCO3)C1	-1	98	31	0	-3.0	16	-6	-1	-18	-0.9
CSc1nnc(NC(=O)c2ccc(C)c(S(=O)(=O)N3CCOCC3)c2)s1	0	106	-15	-2	-1.1	6	-2	-10	.	-0.7
CCN1CCN(C(=O)c2ccc3c(c2)N(Cc2ccc(F)cc2)C(=O)c2ccccc2S3=O)CC1 (centres undefined)	-2	106	-2	7	-0.8	4	-2	1	-3	1.8
COc1cc2ccccc2cc1C(=O)Nc1ccc(O)cc1	-3	99	2	3	8.3	-41	4	-12	53*	0.1
CC(C)=CCCC(C)CN1CCC(O)CC1 (centres undefined)	-6	105	8	2	0.4	-2	2	-8	.	-1.4

Continued, starting with the last 2 of the part before.
SMILES	Keap1 Nrf2 FP	Pemphigus Ab inh	Arrestin-AP2 inh	RTF Ca sens act	MOR-DOR ag	MOR-DOR inv ag	V-ATPase pHluor	Cardiac RTF inh	Wnt bcat act	C-LANA FP
COc1cc2ccccc2cc1C(=O)Nc1ccc(O)cc1	-3	99	2	3	8.3	-41	4	-12	53*	0.1
CC(C)=CCCC(C)CN1CCC(O)CC1 (centres undefined)	-6	105	8	2	0.4	-2	2	-8	.	-1.4
COc1ccc(/C=C/C(=O)c2ccoc2)cc1	-5	107	8	0	0.5	-3	2	4	.	-0.9
Cn1c(=O)c2c(ncn2CC(=O)Nc2cc(S(=O)(=O)N3CCCCC3)ccc2O)n(C)c1=O	-1	126	6	-3	.	.	-1	-5	-6	-0.8
COc1ccccc1-n1c(C)nnc1SCC(=O)Nc1cc(C)cc(C)c1	7	104	-6	-2	-3.3	17	0	-1	-5	-0.2
O=C(C1=C(O)C(=O)N(CC2CCCO2)C1c1ccccc1F)c1ccco1 (centres undefined)	1	102	46	-1	-0.8	4	6	-2	-2	-1.0
Cc1ccc2c(c1)nc(NCCCO)n2C	-2	.	25	-6	-3.3	14	2	-4	.	-1.0
CC1=C(CC(=O)NCC(=O)NCC(=O)O)c2cc(F)ccc2/C1=C/c1ccc(S(C)=O)cc1 (centres undefined)	1	93	5	-2	-2.2	10	1	-12	3	-2.3
O=C(Nc1nc(-c2cccnc2)cs1)c1ccccc1F	-2	121	2	-2	-0.9	4	-1	-2	-1	-0.2
CS(=O)(=O)c1ccc(NC(=O)CN2C(=O)C3CCCCC3C2=O)cc1 (centres undefined)	2	118	21	-2	-3.1	18	0	2	1	-0.4
CCN1CCN(C(=O)c2ccc(CSc3ccc(C)cc3)cc2)CC1	0	100	-8	3	0.3	-2	3	-9	-6	-2.2
O=C(CCc1nnc(Cc2ccc(-c3ccccc3)cc2)o1)NCC1CC1	7	99	6	9	1.7	-8	1	-12	1	-0.3
N#CCCn1nc(-c2ccccc2)c2ccccc2c1=O	-1	102	-9	-2	-4.1	20	-2	-5	-1	1.0
CC1=CC2=NC(=O)CC(C)(C(=O)N(CC(=O)NC3CCCC3)Cc3ccc(Cl)cc3)N2C=C1 (centres undefined)	-2	101	-7	-10	-3.2	20	-1	-7	-2	-0.7
COc1ccc(C(NC(C)=O)c2nccc3cc(OC)c(OC)cc23)cc1OC (centres undefined)	-7	109	-9	5	-2.1	11	1	4	-1	0.8
CC(C)(C)c1ccc(S(=O)(=O)N2CCCC2C(=O)NC2=NCCS2)cc1 (centres undefined)	7	100	-11	-2	-0.8	5	3	-4	.	0.9
Cc1cc(C(=O)NNC(=O)c2sccc2C)c(C)o1	0	103	-8	-2	-1.8	11	-2	-7	8	0.1
O=C(NNS(=O)(=O)c1ccc(Cl)cc1)NC1CCCCC1	-3	113	4	-4	-1.2	5	4	-5	.	-0.8
CCn1cc(C(=O)N[C@@H](C)C(=O)NCCCN2CCOCC2)c(=O)c2cc3c(cc21)OCO3	-2	100	34	4	-0.4	2	9	0	-2	0.3
O=S(=O)(N1CCCCC1)N1CCNCC1	3	103	6	0	-1.2	7	-2	7	0	0.3
O=C(N/N=C/c1cccc(Oc2ccccc2)c1)c1ccncc1	-6	103	5	5	-1.9	9	-1	-8	-2	-1.3
Cc1ccc(S(=O)(=O)N2CCCCC2)c2nsnc12	1	.	14	-5	0.4	-3	-3	0	-1	-0.1
COc1ccc(N2CCN(CCCNC(=O)C3CCC(CNc4nc(=S)[nH]c5ccccc45)CC3)CC2)cc1 (centres undefined)	-1	114	3	1	-0.3	2	-1	-9	0	-0.9
CN(C)c1nc(C(F)(F)F)cc(=O)[nH]1	3	91	22	-3	2.7	-20	-1	-5	2	0.2
O=C(Nc1ccc(Br)cn1)c1ccc(Cl)s1	4	93	16	-4	3.3	-19	-2	10	35*	0.5
COc1ccc(C(=O)O/N=C2\C(=O)N(C)c3ccccc32)cc1	-2	110	35	-3	-2.9	15	-1	1	5	-0.4
COc1ccc(C(=O)OCC(=O)NC2CCCCCC2)cc1OC	-3	.	11	-3	-1.9	8	2	4	-2	-2.8
Cn1nc(-c2ccc(Cl)cc2)cc1NC(=O)CCCC(=O)O	.	114	10	.	.	.	4	.	-2	.
CC(C)CNc1nc(NC(C)(C)C)nc(Oc2ccc(=O)[nH]n2)n1	0	115	11	9	0.3	-1	1	-1	0	0.1
CCOCCCNC(=O)C(Cc1ccccc1)NS(=O)(=O)c1cccc2nsnc12 (centres undefined)	3	99	1	-5	-2.3	11	2	-11	-1	0.9
Cc1ccc(N2C(=O)NC3(CCCCC3)C2=O)cc1	2	100	8	3	-2.2	12	-1	-5	.	0.9
CC1CN(S(=O)(=O)c2cccc(C(=O)N(Cc3nnc(-c4ccccc4Cl)o3)C3CC3)c2)CC(C)O1 (centres undefined)	-8	114	6	0	-0.7	3	-1	-10	0	-1.4
CCOc1ccc(S(=O)(=O)NCc2ccccn2)cc1	3	100	3	4	-1.3	7	1	-5	-1	0.6
COC(=O)/C=C1/S/C(=N/NC(=O)c2ccc(OC)cc2)NC1=O	-6	105	0	1	-2.6	13	-3	-2	2	1.6
O=C(Nc1cccc(Cl)c1Cl)C1CCCO1 (centres undefined)	0	118	-1	2	-0.4	2	-8	-6	0	-0.9
COc1cc(C[C@@H]2C(=O)OC[C@H]2Cc2ccc(OC)c(OC)c2)ccc1O	.	99	-2	-8	-0.1	1	2	-2	-9	0.8
Cc1ccc(NC(=S)N(Cc2ccco2)C2CCN(C(C)C)CC2)cc1	-3	101	3	-2	-0.6	3	-4	4	.	-0.2
Cc1nnc(NC(=O)c2ccc3ccccc3c2)s1	-4	.	-4	-5	-0.8	4	-1	-9	40*	0.3
C=CCn1c(SCc2n[nH]c(=S)n2-c2ccccc2)nnc1-c1ccccc1	-3	113	-18	6	-2.1	11	-4	-1	-1	-1.3
Cc1ccc(NC(=O)C2COc3ccccc3O2)cc1S(=O)(=O)N1CCCCC1 (centres undefined)	-8	105	-4	0	1.3	-5	-2	2	5	-1.1
CCCCN(C)CCNC(=O)c1c[nH]c2ccc(S(=O)(=O)N(CC)CC)cc2c1=O	-7	98	5	2	0.7	-4	-5	-9	.	0.7
Cc1[nH]c2ccccc2c1CCN(Cc1cccnc1)C(=S)Nc1ccc(F)cc1	1	101	7	-2	-0.8	5	-4	-3	-3	-0.7
COc1ccc(C)cc1S(=O)(=O)NCCC1=CCCCC1	-3	107	-2	8	4.6	-26	3	-11	-1	1.1
Cc1ccc(C(=O)N2C3C=CC(C3)C2(C(F)(F)F)C(F)(F)F)cc1 (centres undefined)	-5	105	9	-4	0.1	0	-3	3	.	-0.5
